Bioassay records from PubChem BioAssay.
D2 antag – antagonizes the human D2 dopamine receptor | AID 485344 | HEK293 TREx D2 cells, calcium flux, dopamine EC80 | 2% of 340,000 active | P14416 | inhibition, % at 10 µM; in the data active means inhibition above about 30%; further: 0% is about no effect
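Tetracycline-induced HEK293 TREx cells expressing D2 receptor forced-coupled to calcium signalling, loaded with no-wash calcium dye. Compounds added and calcium flux read 180 s, then dopamine added at EC80 and read a further 180 s.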
D1 potentiator – enhances dopamine response at the human D1 receptor; P21728; HEK293 TREx D1 cells, calcium flux, dopamine EC20 potentiation; potentiation, % at 10 µM; 0.036% of 360,000 active; AID 504651; in the data active means potentiation above about 30%; further: 0% is about no effect
D1 antag – antagonists of human D1 dopamine receptor; P21728; HEK293 TREx D1 cells, calcium flux, dopamine EC80; stronger effect = lower value; activity change, negative = inhibition, % at 10 µM; 3.2% of 360,000 active; AID 504652; in the data active means activity change below about -30%; further: on the % scale 0 is the no-effect control and ±100 the full control effect
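After overnight tetracycline induction at 30 C, force-coupled D1 HEK293 cells took up a no-wash calcium dye at room temperature. Compounds were added and monitored 180 s, and the response to EC80 dopamine was then recorded.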
RXFP1 agonist – activates the human relaxin receptor RXFP1; AID 2676; HEK293T-RXFP1 cAMP TR-FRET, 30 min; response scale: percent of porcine relaxin response, buffer zero; 0.3% of 370,000 active; Q9HBX9; Potency, µM (doses to about 57.5 µM), inactives show at the highest dose activation, most hits filed as activators; active means well fitted activation curve with a large enough effect; further: potency means the concentration at half of the fitted maximal effect; on the % scale 0 is the no-effect control and ±100 the full control effect; nearly all actives have a fitted effect of over 60% in size; many of its hits are not listed in these tables
Target sequence (Q9HBX9 whole entry, looked up): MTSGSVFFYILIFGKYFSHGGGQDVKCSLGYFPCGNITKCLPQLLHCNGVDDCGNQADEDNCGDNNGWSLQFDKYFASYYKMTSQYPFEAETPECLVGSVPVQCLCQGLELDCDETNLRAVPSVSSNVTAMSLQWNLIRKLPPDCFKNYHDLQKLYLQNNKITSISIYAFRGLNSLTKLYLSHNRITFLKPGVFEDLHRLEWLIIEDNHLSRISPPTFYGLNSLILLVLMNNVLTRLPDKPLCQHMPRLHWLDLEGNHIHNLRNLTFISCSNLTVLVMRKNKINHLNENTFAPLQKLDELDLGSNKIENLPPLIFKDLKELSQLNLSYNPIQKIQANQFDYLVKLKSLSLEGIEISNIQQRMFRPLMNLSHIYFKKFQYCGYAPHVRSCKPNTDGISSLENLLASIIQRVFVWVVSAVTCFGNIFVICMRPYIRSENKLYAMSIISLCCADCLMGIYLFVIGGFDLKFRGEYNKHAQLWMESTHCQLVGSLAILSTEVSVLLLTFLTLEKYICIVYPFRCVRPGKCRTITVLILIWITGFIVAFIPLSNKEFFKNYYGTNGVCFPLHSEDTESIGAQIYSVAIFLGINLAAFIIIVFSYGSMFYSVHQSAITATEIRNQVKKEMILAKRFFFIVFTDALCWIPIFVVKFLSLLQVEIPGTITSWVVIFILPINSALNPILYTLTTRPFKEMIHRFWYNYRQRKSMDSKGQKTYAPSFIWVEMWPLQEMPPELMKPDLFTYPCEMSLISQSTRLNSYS
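HEK293 cells stably expressing RXFP1, treated 30 min at 37C with compounds plus PDE4 inhibitor Ro 20174; cAMP measured by HTRF TR-FRET. Normalized to buffer and 29 nM porcine relaxin; EC50 by Hill fit.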
D2 ag – D2 dopamine receptor (human) agonism; 0.53% of 340,000 active; AID 485358; HEK293 T-REx D2 cells, calcium flux agonist mode; activation, % at 2 µM; P14416;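 active means activation over 3 SD above normal in the single-dose calcium agonist read, cut at about 30% in these data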; further: 0% is about no effect
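Tetracycline-induced HEK293 Trex cells with D2 receptor force-coupled to calcium signaling, plated overnight at 30 C and loaded with no-wash calcium dye. Calcium flux read kinetically for 180 s after compound addition; responses flag agonists.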
D1 ag – activates the human D1 dopamine receptor; HEK293 T-REx D1 cells, calcium flux, agonist mode; P21728; 1% of 360,000 active; activation, % at 2 µM; in the data active means activation above about 30%; further: 0% is about no effect
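Inducible HEK293 T-REx D1 cells, force-coupled to calcium signalling, were plated at 4000 cells/well with tetracycline and held overnight at 30 C. After no-wash calcium dye loading, compound-evoked calcium rise over 180 s flagged agonists.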
RXFP1 antag – RXFP1 (human) relaxin receptor antagonism | HEK293-RXFP1, relaxin-stimulated cAMP HTRF, 30 min; stronger effect = lower value | activity change, negative = inhibition, % at 57.5 µM | 0.59% of 350,000 active;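 active means activity change of -60% or lower, but not beyond a set lower limit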; further: on the % scale 0 is the no-effect control and ±100 the full control effect
TRHR enhancer – allosteric enhancers of human TRH receptor | 0.66% of 360,000 active | P34981 | enhancement, % at 2 µM | TRHR cells, fluo-8 calcium fluorescence, EC20 TRH enhancement; in the data active means enhancement above about 30%; further: 0% is about no effect
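TRHR-expressing cells loaded with fluo-8 calcium dye were read kinetically (ex 480/em 530) during compound addition, then stimulated with an EC20 of TRH (10 nM final). Enhancement of the Gq-mediated intracellular calcium response was scored.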
D2 potentiator – D2 dopamine receptor (human) potentiation; HEK293 T-REx D2, calcium flux, EC20 dopamine potentiation; 0.34% of 340,000 active; AID 485347; P14416; potentiation, % at 10 µM;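 active means potentiation over 3 SD above the plate norm, cut at about 30% in these data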; further: 0% is about no effect
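Tetracycline-induced Hek293 Trex D2 cells, force-coupled to calcium, loaded with no-wash calcium dye. Compound added with 180 s kinetic read for agonism, then EC20 dopamine and a further 180 s read for potentiation.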
Active calls of the source: *; . = no result given; & = joins results of further samples. This is a subset; the hit share may differ from the screen's.

SMILES	D2 antag	D1 potentiator	D1 antag	RXFP1 agonist	D2 ag	D1 ag	RXFP1 antag	TRHR enhancer	D2 potentiator
O=C1C(Cl)=C(N2CCN(c3ccccc3[N+](=O)[O-])CC2)C(=O)c2ccccc21	8	-7	-23	1.8%	2.2	0	.	-10	-3
CCCc1nc(-c2cc3ccccc3[nH]c2=O)no1	9	8	9	-0.7%	0.3	2	-4	4	-4
COc1cccc(-n2cnc3sc4c(c3c2=O)CCC4)c1	-6	1	27	-0.9%	-0.6	1	16	3	5
Cc1nc2nc3c(c(=O)n2[nH]1)CCC3	17	-2	4	2.4%	0.1	3	0	-9	4
COC(=O)c1ccc(OC)cc1OCC(=O)N1CCN(c2ccc(F)cc2)CC1	-4	5	-21	1.9%	-0.2	3	-14	-5	1
C=CCN1C(=O)c2ccc(C(=O)N(C)CC(=O)Nc3ccccc3C(F)(F)F)cc2C1=O	-3	-2	-17	-0.5%	0.2	2	-9	0	7
O=c1oc(Cc2ccccc2)nc2ccccc12	-13	-4	-12	4.2%	-2.1	3	6	-4	5
CSc1ccc(-c2nnn(Cc3ccc(C)cc3)n2)cc1	-1	-7	-11	2.0%	1.1	4	-4	1	15
Cc1c(Cl)cccc1NC(=S)NCCc1ccc(F)cc1	-6	-6	-4	1.3%	-1.0	2	-1	-4	13
COc1cc(NC(=O)CSc2ccc(-c3ccccn3)nn2)cc(OC)c1	-14	-1&0	8&14	-2.0%&-1.4%	-1.1&0.1	-1&1	-11&9	2&6	-5&3
COc1ccc(/C=N/NC(=O)c2cccnc2)cc1CSc1nc2ccccc2s1	-1	1	12	-1.1%	8.7	7	.	-5	-6
CCOCC(=O)N1CCN(c2ccccc2OC)CC1	0	1	-1	-0.1%	0.7	1	-9	8	-5
CC(C)(C)c1ccc(C(=O)NCCC(=O)NCc2cccs2)cc1	8	-12	-8	0.8%	0.1	1	4	2	4
COc1ccccc1OCc1nnc(SCCN2CCOCC2)o1	23	-3	-1	-0.7%	0.4	2	-20	-1	-6
Cc1nc(N2CCN(C(=O)c3cnccn3)CC2)c2c3c(sc2n1)CC(C(C)(C)C)CC3 (stereo not given)	0	4	2	0.2%	0.5	3	17	5	0
O=C(OCC(=O)N1CCc2ccccc21)c1c2c(nc3ccccc13)CCCCC2	-8	1	-2	4.4%	-0.5	11	-11	3	0
CC#CC(=O)N1CCC(CCC(=O)N(C)Cc2ccccc2)CC1	7	-2	5	-3.3%	-1.8	-3	-2	-1	13
COc1ccc(N2CCN(Cc3nc4ccccc4c(=O)[nH]3)CC2)cc1	-28	-6	-8	-0.1%	2.5	2	-11	-4	2
O=C(CSc1nc(-c2ccc(F)cc2)cc(C(F)(F)F)n1)NCc1cccs1	0	-7	5	20%	-0.6	6	12	-6	10
O=C1CS/C(=N/N=C/c2ccncc2)N1	-10	-2	-4	1.5%	0.3	1	8	0	1
CCOc1ccccc1NC(=O)N1CCCC1C(=O)Nc1ccc(-n2cnnn2)c(C)c1 (stereo not given)	.	-7	-1	2.0%	.	0	-3	-2	.
Cc1ccc(NC(=O)C(=O)NN)cc1	7	-2	3	0.3%	-0.1	2	0	-2	-4
COc1ccccc1NS(=O)(=O)c1cc(NC(=O)CN2C(=O)NC3(CCCC3)C2=O)ccc1C	-22	-5	-2	0.6%	0.6	7	-2	-1	6
Cc1cccc(OCCSc2nc3ccc(NC(=O)COc4ccccc4C)cc3s2)c1	.	-2	6	21%	-2.1	15	.	1	-6
COCCNC(=O)C1CC(c2ccccc2C(F)(F)F)=NO1 (stereo not given)	-3	5	6	-0.6%	1.0	-1	.	2	-17
CCN(CC)S(=O)(=O)c1ccc(N2CCOCC2)c(NC(=O)COc2ccccc2)c1	-5	-2	-6	4.1%	-1.0	6	-3	0	11
COc1ccc2oc(=O)c(C(=O)N3CCCc4ccccc43)cc2c1	-3	-3	.	-0.1%	-0.6	-2	4	-4	17
COC(=O)c1cc(CN2CCN(c3ccccc3)CC2)ccc1O	16	-4	-24	-1.5%	5.7	1	1	1	-5
O=C(N/N=C1\C/C(=N\NC(=O)c2ccncc2)c2ccccc21)c1ccncc1	-5	0	0	32µM*	0.3	5	-6	3	4
COc1ccc(NC(=O)C2CCCN(c3ncnc4onc(-c5ccc(F)cc5)c34)C2)cc1 (stereo not given)	10	-6	4	-0.1%	-0.3	1	-11	-1	1
CCC(CC)C(=O)N1CCCC(c2nc(-c3cccs3)no2)C1 (stereo not given)	6	0	-13	1.7%	0.0	0	13	-3	2
O=C(OCC(=O)N1CCc2ccccc2C1)c1ccc(N2CCOCC2)c([N+](=O)[O-])c1	4	-3	-1	3.7%	1.4	-1	.	1	0
O=C(NCCS(=O)(=O)N1CCN(c2ccc(F)cc2)CC1)c1ccc(Br)o1	-4	-9	5	3.3%	-0.6	5	-9	-5	-15
COc1ccc(CN(CC(O)COc2cccc3[nH]cc(C)c23)C(C)(C)C)cc1 (stereo not given)	-31	2	6	2.1%	-0.5	3	4	-5	3
CCC(C)(C)C1CCC(NC(=O)c2ccc(S(=O)(=O)N3CCOCC3)cc2)CC1 (stereo not given)	-12	10	10	1.8%	-0.7	4	-9	11	9
O=C(Nc1cnn(Cc2ccc(F)cc2)c1)c1cc(-c2ccco2)on1	-5	-5	-5	1.4%	-0.1	3	-9	4	1
COC(=O)c1ccc(NC(=O)CCS(=O)(=O)c2ccc(Br)cc2)cc1	-4	-14&-7	-16&-22	1.6%&-3.3%	0.2&0.0	4&3	-8&-5	-2&-2	-6&0
COc1ccc(N2CCN(C(=O)c3oc4ccccc4c3NC(=O)Cc3ccc(OC)c(OC)c3)CC2)cc1	2	-5	-6	-0.3%	3.2	2	-2	-1	3
CCOc1ccc2[nH]c(=O)c(CN(Cc3ccco3)C(CC)c3nnnn3Cc3ccccc3)cc2c1 (stereo not given)	-12	6	2	5.2%	0.0	1	-1	1	-4
O=C(CSc1nnc2c(n1)[nH]c1ccccc12)NC1CCCCC1	-10	2	-28	4.3%	-1.1	3	-3	14	6

Some of these compounds in order of molecular weight, high to low:
SMILES	D2 antag	D1 potentiator	D1 antag	RXFP1 agonist	D2 ag	D1 ag	RXFP1 antag	TRHR enhancer	D2 potentiator
CCOc1ccc2[nH]c(=O)c(CN(Cc3ccco3)C(CC)c3nnnn3Cc3ccccc3)cc2c1 (stereo not given)	-12	6	2	5.2%	0.0	1	-1	1	-4
O=C(NCCS(=O)(=O)N1CCN(c2ccc(F)cc2)CC1)c1ccc(Br)o1	-4	-9	5	3.3%	-0.6	5	-9	-5	-15
CCN(CC)S(=O)(=O)c1ccc(N2CCOCC2)c(NC(=O)COc2ccccc2)c1	-5	-2	-6	4.1%	-1.0	6	-3	0	11
COc1ccc(NC(=O)C2CCCN(c3ncnc4onc(-c5ccc(F)cc5)c34)C2)cc1 (stereo not given)	10	-6	4	-0.1%	-0.3	1	-11	-1	1
COC(=O)c1ccc(NC(=O)CCS(=O)(=O)c2ccc(Br)cc2)cc1	-4	-14&-7	-16&-22	1.6%&-3.3%	0.2&0.0	4&3	-8&-5	-2&-2	-6&0
CCC(C)(C)C1CCC(NC(=O)c2ccc(S(=O)(=O)N3CCOCC3)cc2)CC1 (stereo not given)	-12	10	10	1.8%	-0.7	4	-9	11	9
COc1ccc(CN(CC(O)COc2cccc3[nH]cc(C)c23)C(C)(C)C)cc1 (stereo not given)	-31	2	6	2.1%	-0.5	3	4	-5	3
O=C(N/N=C1\C/C(=N\NC(=O)c2ccncc2)c2ccccc21)c1ccncc1	-5	0	0	32µM*	0.3	5	-6	3	4
O=C(Nc1cnn(Cc2ccc(F)cc2)c1)c1cc(-c2ccco2)on1	-5	-5	-5	1.4%	-0.1	3	-9	4	1
O=C(CSc1nnc2c(n1)[nH]c1ccccc12)NC1CCCCC1	-10	2	-28	4.3%	-1.1	3	-3	14	6
COc1ccc2oc(=O)c(C(=O)N3CCCc4ccccc43)cc2c1	-3	-3	.	-0.1%	-0.6	-2	4	-4	17
COC(=O)c1cc(CN2CCN(c3ccccc3)CC2)ccc1O	16	-4	-24	-1.5%	5.7	1	1	1	-5

(cont.)
SMILES	D2 antag	D1 potentiator	D1 antag	RXFP1 agonist	D2 ag	D1 ag	RXFP1 antag	TRHR enhancer	D2 potentiator
Cc1nnc(SCC(=O)N2c3ccccc3CC2C)[nH]c1=O (stereo not given)	1	10	3	0.7%	-0.5	-1	3	3	1
CC(C)(C)C1CC=C2C(C#N)=C(N)C(C#N)(C#N)C(c3cccs3)C2C1 (stereo not given)	25	11	-6	1.4%	2.1	2	.	2	6
O=C(NC(=S)NC1C2CC3CC(C2)CC1C3)C12CC3CC(CC(C3)C1)C2 (stereo not given)	2	3	10	-0.6%	1.2	1	-4	9	-7
Cc1ccc(NC(=O)c2ccc(=O)[nH]n2)cc1S(=O)(=O)Nc1ccccc1Cl	21	-1	-10	3.3%	0.4	2	8	4	-1
COc1cccc(C(=O)N/N=C(\CC(C)C)c2ccccc2)c1	-13	-7	15	2.1%	-1.0	2	3	-3	11
O=C(NC1CCCCC1)C1CCCN1S(=O)(=O)c1ccc(Cl)cc1 (stereo not given)	.	-6	13	-1.5%	.	-1	-5	0	.
CC(=O)NCC(=O)OCC(=O)c1ccc2ccccc2c1	-7	-2	1	2.3%	0.7	-1	4	-2	0
CCN1CCN(c2cc(C)c3cc(NC(=O)CCC(=O)Nc4ccc(OC)cc4OC)ccc3n2)CC1	-19	-6	12	-3.8%	-3.5	0	-13	2	-10
COc1ccccc1CNC(=O)COC(=O)Cc1cccc(F)c1	3	-3	3	0.9%	0.2	-1	9	-4	0
Cc1nc2c(C(=O)N3CCOCC3)cnn2c(C)c1Cc1ccc(Cl)cc1	-7	-4	-27	7.8%	0.2	3	1	7	4
Cc1ccc(CN2CCNC(=O)C2CC(=O)N(C)CCc2ccccc2)cc1 (stereo not given)	9	-2	7	0.3%	2.6	0	4	13	2
Cc1cccc(N2CC(C(=O)Nc3cccc(S(=O)(=O)N4CCCCC4)c3)CC2=O)c1C (stereo not given)	.	.	7	-2.1%	.	0	-3	7	5
COc1ccc(OCC(=O)NC(Cc2c[nH]c3ccccc23)C(=O)O)cc1 (stereo not given)	.	0	-17	0.6%	0.2	2	-1	-4	-9
COc1ccc(-c2cc(C(=O)Nc3ccccc3)on2)cc1	-3	1	24	26%	0.0	2	-6	3	1

Record cards, as listed above. Values in the order: D2 antag, D1 potentiator, D1 antag, RXFP1 agonist, D2 ag, D1 ag, RXFP1 antag, TRHR enhancer, D2 potentiator
`Cc1cccc(N2CC(C(=O)Nc3cccc(S(=O)(=O)N4CCCCC4)c3)CC2=O)c1C` (stereo not given) in the list: ., ., 7, -2.1%, ., 0, -3, 7, 5
`COc1ccc(OCC(=O)NC(Cc2c[nH]c3ccccc23)C(=O)O)cc1` (stereo not given) in the list: ., 0, -17, 0.6%, 0.2, 2, -1, -4, -9
